# ALOX15B inhib: qHTS Assay for Inhibitors of 15-hLO-2 (15-human lipoxygenase 2); purified 15hLO-2, xylenol orange hydroperoxide absorbance; Potency, µM (doses to about 57.1 µM), inactives show top-dose activity change, negative = inhibition, hits mostly inhibitors; hit rate 0.56% among 110,000; Polyunsaturated fatty acid lipoxygenase ALOX15B (Homo sapiens), O15296; note: potency is the fitted concentration of half-maximal effect; nearly all actives have a fitted effect of over 60% in size; many of its hits are not listed in these tables
#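 Purified human 15hLO-2 (50 nM final) preincubated with compounds 15 min at room temperature in 25 mM Hepes pH 7.5, 0.01% Triton X-100, then 45 uM arachidonic acid added for 90 min; hydroperoxide detected via ferrous/xylenol orange, 573/405 nm absorbance ratio.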
# IMPase inh: qHTS Assay for Identifying the Cell-Membrane Permeable IMPase Inhibitors; 120,000 tested, under 10 active; Inositol monophosphatase 1 (Rattus norvegicus), P97697; inhibition (IP1 accumulation), % at 46.1 µM; CHO-M1 cells, IP1 accumulation, HTRF TR-FRET ratio; AID 901, 2007; active = well fitted curve in the direction sought with a large enough effect in the signal ratio, not every such curve was filed as active; inconclusive = small, poorly fitted or top-dose-only effect, or a change in a side signal; inactive = no such curve, though single readings can be large or run the other way; the % refers to the signal ratio;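 note: cells stimulated with carbachol in lithium chloride buffer; plate controls were DMSO basal wells for no effect and reference inhibitor wells for full effect; higher means more IMPase inhibition seen as more IP1 and lower FRET ratio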
# Target sequence (P97697 whole entry, looked up): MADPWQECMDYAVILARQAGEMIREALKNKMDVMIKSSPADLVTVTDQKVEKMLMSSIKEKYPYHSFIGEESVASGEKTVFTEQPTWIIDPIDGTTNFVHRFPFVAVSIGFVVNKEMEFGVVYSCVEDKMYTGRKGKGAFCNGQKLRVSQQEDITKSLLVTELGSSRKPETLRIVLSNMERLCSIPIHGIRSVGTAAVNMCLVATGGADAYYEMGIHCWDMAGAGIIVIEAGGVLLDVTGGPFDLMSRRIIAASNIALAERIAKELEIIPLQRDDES
#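 Carbachol-driven Gq signalling in CHO-M1 cells (2000/well) generates IP1. Compounds that block IMPase raise IP1 and so reduce the FRET signal from Eu-anti-IP1 and d2-IP1 after a 10 min room-temperature lysis.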
# 12-hLO inh: qHTS Assay for Inhibitors of 12-hLO (12-human lipoxygenase). hit rate 0.12% among 150,000. Polyunsaturated fatty acid lipoxygenase ALOX12 (Homo sapiens), P18054. purified 12-hLO, xylenol orange hydroperoxide absorbance. AID 1452, 2008. Potency, µM (series often up to 57.1 µM), for inactives: at the top dose activity change, negative = inhibition, actives largely listed as inhibitors; note: potency is the fitted concentration of half-maximal effect; nearly all actives have a fitted effect of over 55% in size; many of its hits are not listed in these tables
# Target sequence (P18054 whole entry, looked up): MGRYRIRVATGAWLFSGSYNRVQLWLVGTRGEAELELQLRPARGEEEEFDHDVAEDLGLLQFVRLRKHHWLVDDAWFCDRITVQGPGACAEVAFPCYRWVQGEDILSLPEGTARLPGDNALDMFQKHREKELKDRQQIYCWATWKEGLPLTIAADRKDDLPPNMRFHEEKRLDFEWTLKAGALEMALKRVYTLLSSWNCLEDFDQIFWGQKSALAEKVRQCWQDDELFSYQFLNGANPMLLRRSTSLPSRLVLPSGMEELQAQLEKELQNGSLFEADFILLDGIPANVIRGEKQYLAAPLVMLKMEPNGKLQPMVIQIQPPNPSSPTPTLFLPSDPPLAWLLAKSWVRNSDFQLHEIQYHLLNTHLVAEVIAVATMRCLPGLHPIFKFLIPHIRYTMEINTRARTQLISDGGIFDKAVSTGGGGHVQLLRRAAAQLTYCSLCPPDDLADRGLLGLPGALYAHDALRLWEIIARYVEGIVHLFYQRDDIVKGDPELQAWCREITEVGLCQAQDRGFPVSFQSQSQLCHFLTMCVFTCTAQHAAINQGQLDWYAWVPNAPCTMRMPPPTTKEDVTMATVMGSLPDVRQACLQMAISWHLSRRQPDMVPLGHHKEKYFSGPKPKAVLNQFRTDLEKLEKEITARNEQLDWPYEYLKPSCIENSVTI
#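 Hydroperoxide formation by human 12-lipoxygenase from 40 uM arachidonic acid was followed colorimetrically via ferric-xylenol orange complex, using the 573/405 nm absorbance ratio. Enzyme concentration was 150 nM, with 30 min reaction at room temperature.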
# PNC assembly inh: High Content Assay for Compounds that inhibit the Assembly of the Perinucleolar Compartment. hit rate 3.1% among 140,000. PC3M PTB-GFP, PNC prevalence imaging, 16 h; stronger effect = lower value. activity change (PNC), negative = inhibition, % at 10 µM. AID 2417, 2010;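 active = readout at or below -70, meaning at least 70% loss of cells showing the perinucleolar compartment, a nuclear body marking cancer cells; inconclusive = readout between -30 and a set limit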;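 note: plate controls were DMSO wells for no effect and camptothecin positive control wells for full effect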
#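 Read-out is percentage of cells bearing a perinucleolar compartment, from automated 20x imaging of fixed, Hoechst-stained PC3M PTB-GFP cells. Cells were seeded 4 h, then exposed 16 h to compound (23 nl of library stock) in duplicate plates.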
# * marks the source's active call; other numbers are inactive results; ? = inconclusive; · = no result given; & = joins results of further samples; [ ] = remark or other dose. Unless noted, calls come from the whole dose curve; as a rule, active = well fitted curve in the direction sought with a large enough effect; inconclusive = small, poorly fitted or top-dose-only effect, or another doubt; inactive = no such curve, though single readings can be large; an effect the other way counts as inactive or inconclusive. Unless noted, % is set by controls: 0 for no effect and ±100 for the full control effect.
SMILES,ALOX15B inhib,IMPase inh,12-hLO inh,PNC assembly inh
Cc1cccc2cc(CN(Cc3cccs3)C(c3nnnn3C3CCCC3)C(C)C)c(=O)[nH]c12 (stereo unspecified),28%,12,-18%,-13
CC(O)CCc1nc2ccc(C(=O)O)cc2[nH]1 (stereo unspecified),-4%,-8,2%,1
Cc1nnc(C)n1/N=C/c1cccnc1,-2%,3,6%,?
O=C(CSc1nnc(CN2CCOCC2)n1-c1ccccc1)Nc1ccc(Cl)cc1,·,-4,-7%,132
O=S(=O)([N-]c1nc2ccccc2nc1-[n+]1ccccc1)c1ccccc1,·,1,-2%,5
COc1ccccc1N1CCN(C(c2ccc(Cl)cc2)c2nnnn2C(C)(C)C)CC1 (stereo unspecified),10%,5,1%,21
Oc1ccc(C=NCC2COc3ccccc3O2)cc1 (stereo unspecified),-4%,1,-2%,-1
COc1cccc(C(=O)NCCOc2cc(C)cc(C)c2)c1,·,·,2%,49
CC(=S)c1c(C)cc2cc(C)ccn12,·,·,-6%,21
Cc1ccc(N(CC(=O)NCc2ccccc2Cl)S(=O)(=O)c2cccs2)cc1,0%,3,-1%,9
COc1cc(C2C3C(=O)N(Cc4ccccc4)C(=O)C3ON2c2ccccc2)cc(OC)c1OC (stereo unspecified),8%,-1,0%,?
Cc1cc(C)n(C2CCCCC2OC(=O)c2ccccc2F)n1 (stereo unspecified),1%,6,3%,10
Cn1c2ccccc2c(=O)c2c(=O)n(C3CCCCC3)c(-c3ccco3)nc21,·,-16,0%,-4
Cn1cccc1Cc1nnc(SCC(=O)Nc2cccc(Cl)c2)n1-c1ccc(F)cc1,·,9,-8%,50
Cc1cc(C)c(NC(=O)C(C)c2cccc(C(=O)c3ccccc3)c2)c(C)c1 (stereo unspecified),-4%,9,9%,12
COC(=O)c1ccc(NC(=O)c2sc3nc(-c4ccccc4)cn3c2C)cc1,-18%,-12,-1%,-3
Cn1cccc1C(=O)OCC(=O)Nc1cc(C(C)(C)C)nn1-c1ccccc1,5%,8,-4%,33
CCC(=O)NC(=S)NNC(=O)c1ccc(OC)cc1,31%[activator],9,-26%,?
CC1CC(C)CN(CC(O)COCCOc2ccc(Br)cc2)C1 (stereo unspecified),·,·,-3%,-102*
Cc1nn(Cc2ccc(F)cc2)c(C)c1NC(=O)c1noc2c1CCCCC2,2%,4,0%,24
CC(=O)NC1=NC(=O)/C(=C/N2CCCCC2)S1,-3%,0,1%,?
Cc1c([C@H]2[C@@H](CC#N)C2(C)C)c2ccccc2n1C,-1%[2.29 µM],-3,-6%,19
O=C(c1ccccc1)N1CCC(c2nc(-c3ccc(S(=O)(=O)NCC4CCCO4)cc3)no2)CC1 (stereo unspecified),-12%,-3,1%,?
Cc1cc(C)c(C)c(S(=O)(=O)Nc2ccccc2C(=O)NCCCn2ccnc2)c1C,29%,2,10%,-4
COC(=O)C1CCN(C(=O)CCCOc2ccccc2)CC1,-4%,-14,4%,?

# Entries of single compounds, quoted from the list. Values in the order: ALOX15B inhib	IMPase inh	12-hLO inh	PNC assembly inh
# COC(=O)C1CCN(C(=O)CCCOc2ccccc2)CC1 across the screens: -4%	-14	4%	?
# Cc1cc(C)c(NC(=O)C(C)c2cccc(C(=O)c3ccccc3)c2)c(C)c1 (stereo unspecified) across the screens: -4%	9	9%	12
# Cc1cc(C)c(C)c(S(=O)(=O)Nc2ccccc2C(=O)NCCCn2ccnc2)c1C across the screens: 29%	2	10%	-4

# Three entries from above, with bars between the fields:
Molecule | ALOX15B inhib | IMPase inh | 12-hLO inh | PNC assembly inh
COC(=O)c1ccc(NC(=O)c2sc3nc(-c4ccccc4)cn3c2C)cc1 | -18% | -12 | -1% | -3
Cn1cccc1C(=O)OCC(=O)Nc1cc(C(C)(C)C)nn1-c1ccccc1 | 5% | 8 | -4% | 33
CCC(=O)NC(=S)NNC(=O)c1ccc(OC)cc1 | 31%[activator] | 9 | -26% | ?

# The main list resumes, starting 3 compounds before the break.
SMILES,ALOX15B inhib,IMPase inh,12-hLO inh,PNC assembly inh
O=C(c1ccccc1)N1CCC(c2nc(-c3ccc(S(=O)(=O)NCC4CCCO4)cc3)no2)CC1 (stereo unspecified),-12%,-3,1%,?
Cc1cc(C)c(C)c(S(=O)(=O)Nc2ccccc2C(=O)NCCCn2ccnc2)c1C,29%,2,10%,-4
COC(=O)C1CCN(C(=O)CCCOc2ccccc2)CC1,-4%,-14,4%,?
O=C(/C=C/c1ccc2c(c1)OCO2)NCCSCc1ccc(Cl)cc1,9%,5,-9%,?
CCOc1ccc2nc(NC(=S)N(C)C)sc2c1,5%,12,-12%,36
CN(C)c1ccc(C(=O)c2ccccc2)cc1,-5%,-4,4%,10
CCOC(=O)C(Cc1ccc(O)cc1)NC(C)=O (stereo unspecified),-5%,·,-1%,·
CC(=O)N(C)C(c1ccc(N(C)C)cc1)c1nnnn1-c1c(C)cccc1C (stereo unspecified),·,·,2%,-18
CCOC(=O)C(NCc1ccc2c(c1)OCO2)(NC(=O)CC)C(F)(F)F (stereo unspecified),4%,?,-6%,-9
O=[N+]([O-])c1ccc(COc2cccc(CNc3ccc(F)cc3)c2)cc1,·,?,1%,?
COc1ccc(C2C(C(=O)Nc3ccc(F)cc3)=C(C)Nc3nc(CCCO)nn32)cc1 (stereo unspecified),4%,12,9%,?
COc1ccc(/C(N)=N/OC(=O)CSc2ccc(C)cc2)cc1OC,20%,6,2%,-22
CS(=O)(=O)NCCSCc1c(Cl)cccc1Cl,-2%,-11,-4%,6
CS(=O)(=O)c1cc([N+](=O)[O-])c(Sc2nc3ccccc3[nH]2)c([N+](=O)[O-])c1,?,26,?,?
CCCn1c(=NC(=O)c2c(-c3c(F)cccc3Cl)noc2C)c(C(=O)OCC)cc2c(=O)n3ccccc3nc21,·,-5,10%,-3
CC1CCCN(C(=O)Cn2c(-c3nonc3N)nc3ccccc32)C1 (stereo unspecified),-4%,-22,0%,?
Cc1nc2ccccc2c(=O)n1NC(=O)c1ccc(F)cc1Cl,-2%,13,1%,24
O=C(CCn1cnc2ccccc2c1=O)Nc1nc(-c2ccc(Br)cc2)cs1,·,-7,-6%,-27
c1ccc2cc(Sc3ncnc4c3oc3ccccc34)ccc2c1,21%,-1,-5%,22
CCCCSc1c(C)c2cc3c(cc2[nH]c1=O)OCO3,5%[11.4 µM],-9[1.84 µM],-4%,?
CCSc1ncc(Cl)c(C(=O)Nc2sc3c(c2C(=O)NCc2cccnc2)CCCC3)n1,45%[activator],13,0%,-20
CCSC1=N/C(=C/c2ccsc2)C(=O)N1c1ccccc1,·,1,-16%,-24
COc1ccc(C(=O)OCCN2C(=O)c3ccccc3C2=O)cc1,-8%,11,-5%,?
O=C(Nc1ccc(F)cc1)C1CCN(c2nnnn2-c2ccccc2)CC1,3%,-1,-3%,-25
N#CC1=C(N)OC2=C(CC/C2=C\c2ccccc2Cl)C1c1ccccc1Cl (stereo unspecified),·,-12,4%,8
CCC(=O)N1c2ccccc2-c2nnc(SC)nc2OC1c1ccc(N(C)C)cc1 (stereo unspecified),·,·,-3%,19
C=CCN(C(=O)Nc1ccc(F)cc1)C1CC(=O)N(c2ccc(OC)cc2)C1=O (stereo unspecified),-5%,9,1%,?
COc1cccc(-c2ccc(=O)n(CC(=O)Nc3cc4c(cc3NC(C)=O)OCCO4)n2)c1,7%,3,3%,-9
# Continued.
SMILES,ALOX15B inhib,IMPase inh,12-hLO inh,PNC assembly inh
COc1ccc(OC)c(-c2csc(NC(=O)C3c4ccccc4Oc4ccccc43)n2)c1,·,-3,-2%,-6
c1cnc2ncc3sccc3c2c1,·,·,0%,23
COC(=O)c1cn(NC(=O)c2cccc(OC)c2)c(=O)c2ccccc12,-4%,5,1%,68
Cc1c(NC(=O)C(C)Sc2nc3ccccc3c(=O)n2CCO)c(=O)n(-c2ccccc2)n1C (stereo unspecified),0%,?,4%,?
O=C(O)c1ccc2c(c1)OCCO2,-7%,-2,0%,-17
CCc1ccc(N2CC(C(=O)Nc3cc(C)ccc3F)CC2=O)cc1 (stereo unspecified),-2%,1,-3%,29
CC/C(C)=C1\SC(N2CCN(c3cccc(C(F)(F)F)c3)CC2)=NC1=O,0%,-2,-4%,57
CC(=O)c1ccc(N2C(=NC(=O)C(C)C)SC3CS(=O)(=O)CC32)cc1 (stereo unspecified),·,8,15%,40
COc1cccc(NC(=O)Nc2cc(NC(=O)Nc3cccc(OC)c3)c(C)nc2C)c1,·,·,-1%,?
O=C(CCc1ccccc1)Nc1ccccc1F,0%,3,4%,?
Cc1ccccc1Nc1nnc(SCC(=O)c2cc3ccccc3o2)s1,·,·,-2%,-27
COc1ccccc1NC(=O)c1ccc(C)s1,-1%,14,1%,13
CN(Cc1ccccc1)Cc1c[nH]c2ccccc12,0%,8,-2%,-19
Cn1cc(Cl)c(-c2nc3ccccc3[nH]2)n1,12%,5,6%,-28
Cc1onc(C(=O)/C=C/N(C)C)c1C(=O)Nc1nccs1,-13%,4,-1%,-16
COc1ccc(OC)c(/C=N/c2oc(-c3ccco3)c(-c3ccco3)c2C#N)c1,?,1,?,-29
Cc1ccc(OCC(=O)NNC(=O)C2CCN(c3nc(C)cc(C)n3)CC2)cc1,-12%,-2,1%,50
CC(=O)c1ccc(OCC(O)CN2CCN(Cc3ccc4c(c3)OCO4)CC2)cc1 (stereo unspecified),7%,-7,-1%,-3
O=S(=O)(c1ccc(-c2csc(Nc3ccc(F)cc3)n2)cc1)N1CCCC1,·,·,0%,-21
CCC(C)NS(=O)(=O)c1ccc(OCC(=O)N2CCCC2)cc1 (stereo unspecified),·,1,-1%,-7
C/C(CC(=O)N(C(C)C)C(C)C)=N\NC(=O)c1ccccc1Br,·,·,4%,34
COc1ccc2c(c1)sc1nc(-c3ccccc3)cn12,-7%,0,-4%,-96*
COc1ccccc1CNC(=O)C(NS(=O)(=O)c1ccc2c(c1)OCCO2)C(C)C (stereo unspecified),·,·,-1%,41
CN(C)c1nccc(N(Cc2ccccc2)Cc2ccccc2)c1C#N,9%,9,?,-6
COc1ccc(OC)c(N2C(=O)CC(Cc3cc(C)cc(C)c3)C2=O)c1 (stereo unspecified),·,15,-5%,29
# New compounds follow
SMILES,ALOX15B inhib,IMPase inh,12-hLO inh,PNC assembly inh
CC(C)(C)NC(=O)CSc1n[nH]c(=O)n1-c1ccccc1,-8%,-1,0%,-16
Nc1cccc(O)c1,-2%,·,-1%,·
O=C(Nc1ccc(F)cc1)c1sc2cc(C(F)(F)F)cnc2c1-c1cccs1,3%,4,-2%,-28
Cc1ccc2nc(Nc3nc(C)cc(C(F)(F)F)n3)nc(C)c2c1,9%,-1,-1%,?
COc1cc2cc(Oc3ccc4ccc(=O)oc4c3)c(=O)oc2cc1O,-12%,10,-1%&-2%,79
O=S(=O)(c1ccccc1)N1CCC2(CCN(c3ccccc3)CC2)CC1,-1%,·,1%,·
CC(C)[C@H](NC(=O)Nc1cccc(C(F)(F)F)c1)C(=O)O,4%,-4,0%,-28
Cc1ccc(S(=O)(=O)N2CCCOC2CNC(=O)C(=O)NCCCn2ccnc2)cc1 (stereo unspecified),·,·,2%,?
CCCNC(=O)NC(=O)CSc1ccc2c(c1)OCCO2,-1%,-2,2%,12
O=C(/C=C/c1ccc2c(c1)OCCCO2)c1ccccc1O,·,·,0%,?
COc1cc(/C=C(\C#N)C(=O)c2c(C)[nH]c3ccccc23)cc(OC)c1OC,·,5,-12%,9
CN(CC(=O)O)Cc1oc(CO)cc(=O)c1O,1%[11.4 µM],·,-8%[11.4 µM],·
O=[n+]1c2c(n([O-])c3ccccc31)CCCC2,1%,0,5%,?
Cc1ccc(-c2nnc(SCC(=O)N/N=C/c3c(C)nn(-c4ccccc4)c3C)n2-c2ccccc2)cc1,·,·,2%,-14
